Assay outcomes as filed in PubChem.
PREPL inh – inhibitors of human prolyl oligopeptidase-like enzyme PREPL; Q4J6C6; recombinant PREPL, fluorescence polarization activity-based probe; inhibition, % at 5.96 µM; hit rate 0.68% among 320,000; AID 2751; in the data active means inhibition above about 43%;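 further: 0% = enzyme with DMSO and 100% = wells lacking enzyme; many of its hits are not listed in these tables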
Target sequence (Q4J6C6 whole entry, looked up): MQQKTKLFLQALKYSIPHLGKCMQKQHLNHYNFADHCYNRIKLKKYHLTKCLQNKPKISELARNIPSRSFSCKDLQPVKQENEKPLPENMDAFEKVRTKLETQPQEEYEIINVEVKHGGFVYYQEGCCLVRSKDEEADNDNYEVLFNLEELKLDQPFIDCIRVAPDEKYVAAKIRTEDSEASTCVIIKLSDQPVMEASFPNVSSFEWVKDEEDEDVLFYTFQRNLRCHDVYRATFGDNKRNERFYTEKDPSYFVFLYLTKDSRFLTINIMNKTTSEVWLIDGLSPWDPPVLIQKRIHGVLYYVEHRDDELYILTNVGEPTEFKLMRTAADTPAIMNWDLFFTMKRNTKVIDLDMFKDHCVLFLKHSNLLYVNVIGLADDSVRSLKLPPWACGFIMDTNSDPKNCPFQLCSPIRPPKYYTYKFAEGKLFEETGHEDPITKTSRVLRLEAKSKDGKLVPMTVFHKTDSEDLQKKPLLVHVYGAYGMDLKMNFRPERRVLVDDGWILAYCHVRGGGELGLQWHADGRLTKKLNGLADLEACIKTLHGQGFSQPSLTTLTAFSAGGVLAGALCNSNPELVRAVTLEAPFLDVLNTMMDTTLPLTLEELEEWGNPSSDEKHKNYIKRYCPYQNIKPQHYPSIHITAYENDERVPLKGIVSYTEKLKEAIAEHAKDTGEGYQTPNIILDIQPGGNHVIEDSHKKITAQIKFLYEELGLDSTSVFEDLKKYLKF
PP5 inh – blocks human protein phosphatase 5 activity | AID 1987 | inhibition, % at 6.7 µM | purified PP5c, OMFP substrate fluorescence | hit rate 0.18% among 320,000 | P53041;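 active means inhibition above the campaign's mean inhibition across all tested compounds plus 3 SD, cut at about 9.5% in these data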;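 further: 0% = DMSO only and 100% = 100 µM cantharidin control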
Fh CTSL1 inh – blocks F. hepatica cathepsin L1 in PFM18AAP counter-screen. recombinant F. hepatica cathepsin L1, Z-Leu-Arg-MCA fluorescence. inhibition, % at 5.96 µM. hit rate 0.49% among 300,000;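 active means inhibition above the mean of all tested compounds plus 3 SD, set per screening campaign, cut at about 17% in these data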;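 further: 0% = plate median of test compound wells and 100% = 1 µM Z-Phe-Ala-diazomethylketone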
LYPLA2 inh – blocks human lysophospholipase 2, a PME1 counter-screen; O95372; recombinant LYPLA2, FP-Rh probe fluorescence polarization; inhibition, % at 5.9 µM; hit rate 0.38% among 320,000; AID 2177;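 active means inhibition above the screen-wide mean plus 3 SD, limit set per campaign, cut at about 26% in these data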;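 further: 0% = LYPLA2 with DMSO and 100% = wells lacking LYPLA2 enzyme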
Target sequence (O95372 whole entry, looked up): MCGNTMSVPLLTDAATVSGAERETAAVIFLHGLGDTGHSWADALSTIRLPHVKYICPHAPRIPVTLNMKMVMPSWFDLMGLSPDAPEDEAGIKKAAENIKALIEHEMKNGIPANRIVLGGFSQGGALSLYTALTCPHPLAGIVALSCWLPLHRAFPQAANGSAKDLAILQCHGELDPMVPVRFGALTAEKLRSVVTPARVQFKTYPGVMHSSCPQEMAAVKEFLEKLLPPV
Efflux pump mplx – inhibitors of Candida antifungal efflux pumps expressed in yeast | S. cerevisiae Candida pump triplex, Nile Red efflux | inhibition, % at 10 µM | hit rate 0.44% among 330,000 | AID 485275;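 active means plate passing quality check with inhibition over a set limit, or well fluorescence over plate mean plus 4 SD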;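 further: Nile Red retained in pooled yeast measured as flow cytometry median fluorescence; 0% = buffer negative control and 100% = Enniatin B positive control; higher means more Nile Red kept so more efflux inhibition; some compounds called inactive have numbers as strong as hits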
HCV core dimer – blocks dimerization of HCV core protein. hit rate 0.33% among 300,000. AID 1899. inhibition, % at 5 µM. TR-FRET GST/Flag-core106 dimerization, 1536-well;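 active means inhibition above the mean of all tested compounds plus 3 SD, set per screening campaign, cut at about 45% in these data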
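assay system = GST-tagged and Flag-tagged HCV core protein residues 1-106 | controls = unlabelled core106 and no-GST-core106 wells | incubation = compound-protein-antibody incubation 4 h at 22.5 °C | probe or stimulus = Eu donor and XL665 acceptor anti-tag antibodies | read-out = % inhibition based on acceptor/donor emission ratio | signal = TR-FRET 671 and 617 nm emission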
TPT1 inhibitor – blocks Candida albicans tRNA 2'-phosphotransferase. hit rate 0.81% among 300,000. inhibition, % at 5 µM. recombinant caTPT1, FP RNA substrate dephosphorylation. AID 1962;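 active means inhibition above the mean of all tested compounds plus 3 SD, set per screening campaign, cut at about 24% in these data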;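 further: plate controls were DMSO alone for no effect and ferristatin control at 100 nM for full effect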
GASC-1 inh – human JMJD2C demethylase inhibition; Q9H3R0; GST-JMJD2C(1-420) H3K9me3 demethylation, DELFIA europium; inhibition, % at 2.35 µM; hit rate 0.069% among 330,000; AID 2099;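 active means more than half of a compound's replicate wells show inhibition beyond 50%, single wells judged on their own value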;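 further: signal counts dimethyl H3K9 product captured on neutravidin plate; 0% = median of DMSO wells and 100% = 0.3 times that DMSO median; strong numbers were not always called active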
PP1 counter – blocks human PP1-alpha phosphatase, a PP5 counter-screen | P62136 | purified PP1alpha, OMFP fluorescence | inhibition, % at 6.7 µM | hit rate 0.9% among 320,000 | AID 2235;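 active means inhibition above the mean inhibition of all tested compounds plus 3 SD, computed separately for each screening campaign, cut at about 15% in these data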
Starred values were filed as active, the others as inactive; . = no result given. Some of the compounds tested; rates above refer to the full screens.

SMILES	PREPL inh	PP5 inh	Fh CTSL1 inh	LYPLA2 inh	Efflux pump mplx	HCV core dimer	TPT1 inhibitor	GASC-1 inh	PP1 counter
CCOC(=O)c1cc(CC)sc1NC(=O)CSc1nc2ccccc2c(=O)n1Cc1ccco1	-5	4.8	-5	7	0.1	1	-2	19	0
COc1ccc(C(=O)COC(=O)/C=C/c2ccco2)cc1F	4	-1.2	.	9	-0.2	.	.	-5	-5
CC(=O)/C(=N/Nc1ccc([N+](=O)[O-])cc1)N1CCCc2ccccc21	8	0.8	0	-6	0.2	6	15	-3	0
O=C(COC(=O)[C@H](Cc1ccccc1)NC(=O)c1cccs1)NC1CCCCC1	7	1.0	3	-11	18*	-3	1	-5	1
CCOc1cccc(C(=O)NC(=S)Nc2cccc(NC(=O)c3ccccc3Cl)c2)c1	-20	3.9	-2	-40	0.1	16	-5	0	2
CCN(C(=O)COC(=O)/C=C/c1c(C)nn(-c2ccccc2)c1C)C1CCS(=O)(=O)C1 (configuration not stated)	-5	-0.7	4	-6	-0.1	-5	-1	-3	-4
Cc1ccc2c(c1)C(CCN)C(=O)N2Cc1ccccc1 (configuration not stated)	11	1.3	2	-1	-0.2	-7	-1	-7	2
Cc1nnc(SCc2ccc3c(c2)OCO3)s1	1	0.0	-2	4	0.0	3	1	-14	-4
O=C1c2ccccc2C(=O)N1CCCON1C(=O)c2ccccc2C1=O	-2	-1.3	-3	1	-0.1	-1	1	8	-3
Cc1ccc(N2CC(C(=O)N3CCC(C(=O)Nc4nnc(C(C)(C)C)s4)CC3)CC2=O)cc1 (configuration not stated)	5	0.1	1	4	-0.1	3	-3	-1	2
Cc1cc(NC(=O)CSc2nnc(Cn3c(=O)sc4ccccc43)n2-c2ccccc2C)no1	8	3.1	-1	0	0.2	1	4	-7	-3
CC(C)CNC(=S)NC(=O)c1ccc(Cl)cc1	-6	2.1	-2	7	0.1	-1	-2	-5	-3
O=C(NCCNC(=O)c1cccc(O)c1)c1cccc(O)c1	2	2.1	-13	-4	0.0	-3	-3	-12	-3
Cc1oc(S(=O)(=O)N2CCCCC2)cc1NC(=O)Nc1ccc(F)cc1	6	4.6	1	2	0.3	-5	1	-11	-2
CCSc1nnc(NC(NC(=O)c2ccco2)(C(F)(F)F)C(F)(F)F)s1	-7	0.3	-1	3	0.0	-2	0	0	-7

The last 2 records of the part above come first, to join the parts:
SMILES	PREPL inh	PP5 inh	Fh CTSL1 inh	LYPLA2 inh	Efflux pump mplx	HCV core dimer	TPT1 inhibitor	GASC-1 inh	PP1 counter
Cc1oc(S(=O)(=O)N2CCCCC2)cc1NC(=O)Nc1ccc(F)cc1	6	4.6	1	2	0.3	-5	1	-11	-2
CCSc1nnc(NC(NC(=O)c2ccco2)(C(F)(F)F)C(F)(F)F)s1	-7	0.3	-1	3	0.0	-2	0	0	-7
COc1ccccc1-c1cc(C(=O)Nc2cccnc2)no1	-3	1.6	0	1	0.2	1	-1	3	0
CC(C)=CCN1CCN(Cc2cccn2-c2ncccn2)CC1CCO (configuration not stated)	13	-0.8	0	2	0.1	-5	-6	-3	0
CC(C)(C)C(=O)Cn1nnc(-c2ccc(C(F)(F)F)cc2)n1	2	-0.3	-3	-3	0.0	-2	-2	0	1
CCOC(=O)C1=C(C)NC(=O)NC1c1ccc(-c2ccc(Cl)cc2)o1 (configuration not stated)	-17	1.7	0	-3	-0.2	9	2	-1	0
O=S1(=O)N=C(Oc2cccc3ccccc23)c2ccccc21	6	3.1	2	7	0.1	-4	4	-18	0
COc1cccc(N2C(=O)CC(N3CCC(c4nc5ccccc5[nH]4)CC3)C2=O)c1 (configuration not stated)	6	-1.4	6	6	-0.1	3	-2	12	-1
CCCCC1CCC(C(=O)OC(C)C(=O)Nc2ccc(NC(C)=O)cc2)CC1 (configuration not stated)	-7	3.9	-1	-8	-0.4	1	-2	-2	-3
COc1ccc(NC(=O)CCNS(=O)(=O)c2cccc3nsnc23)c(OC)c1	16	1.4	3	0	-0.4	-10	-4	2	-1
O=C(Nc1ccc(C(F)(F)F)cc1)c1cc(S(=O)(=O)NCC2COc3ccccc3O2)ccc1F (configuration not stated)	-3	4.4	4	-63	0.0	11	2	1	3
COc1cc(Br)cc(/C=N/c2ncn[nH]2)c1O	13	0.2	3	0	-1.1	-1	5	5	-2
CCCCc1ccc(/C(C)=N/Nc2cc(N3CCOCC3)nc(C)n2)cc1	9	2.0	3	1	0.0	0	-3	0	-1
Cc1cccc(/C=N/NC(=O)c2ccc(Br)cc2)c1	0	0.1	1	6	0.0	1	-7	-2	-2
O=C1OCc2ccc(NC(=O)C3CCCCC3)cc21	7	-0.7	-3	-2	-0.1	-7	-1	10	-6
CCC1Oc2ccccc2N(CC(=O)NCCCN2CCC(C)CC2)C1=O (configuration not stated)	-5	0.0	-2	1	-0.2	-1	1	10	-3
COc1cccc(-n2nnnc2SCC(=O)Nc2cccc(NC(C)=O)c2)c1	-26	2.3	-2	-17	0.1	-10	0	15	8
O=C(NC1CCCC1)C1CCC(CNS(=O)(=O)c2ccccc2)CC1 (configuration not stated)	4	2.4	1	3	-0.2	5	-3	14	0
COc1cccc(NC(=O)CN2C(=O)CSc3ccc(S(=O)(=O)N4CCCCC4)cc32)c1	-1	2.3	1	40*	-0.1	7	1	0	2
CCC(=O)c1ccc(OCC(O)CN2CCc3ccccc3C2)cc1 (configuration not stated)	-5	-0.5	-1	4	0.0	6	0	7	-6
COc1ccc(N2C(=O)CC(Nc3cccc(C(C)=O)c3)C2=O)cc1OC (configuration not stated)	11	-0.4	6	1	-0.2	5	3	-10	-6
CCOC(=O)c1nc(Nc2cccc(C)c2)c2ccccc2n1	-4	2.6	4	-2	-0.1	-5	0	-5	1
CSc1nsc(SCC(=O)Nc2ccc(OC(C)=O)cc2)n1	7	-0.4	-4	0	0.2	2	-1	0	-4
CC(=O)Nc1nc(-c2ccccc2)cc(-c2ccco2)c1C#N	-8	1.0	.	3	-0.1	.	.	-4	-2
NC(=O)CC(NC(=O)Cc1ccc(Br)cc1)c1ccc(NC2CC3CCC2C3)c([N+](=O)[O-])c1 (configuration not stated)	15	2.6	10	-7	0.0	10	0	-11	2
CC(C)(C)n1nc2c(c1NC(=O)Cc1ccc([N+](=O)[O-])cc1)CS(=O)(=O)C2	2	2.5	-2	4	-0.8	-2	-2	-9	-5
COC(=O)c1ccc(CSc2nc3ccccc3c(=O)n2-c2ccc(OC)c(OC)c2)o1	8	2.1	8	4	0.1	13	1	4	-1
COCCNCCCOc1ccc(C)cc1Br	0	2.3	-3	1	0.0	0	0	-3	-4
O=C(Cn1ncc(N2CCCC2)c(Br)c1=O)c1ccc(Cl)cc1	5	1.5	-1	0	0.0	9	-5	3	0
Cc1ccc(NC(=S)NN2CCN(C)CC2)cc1	10	2.6	-2	1	-0.2	-13	-1	8	0
CC1(C)CC(=O)C(C(=O)Cc2ccccc2[N+](=O)[O-])C(=O)C1	-1	1.6	-2	-4	-0.1	-3	-2	-4	2
CCOC(=O)CNc1ccc2c(c1)OCO2	15	2.2	-3	8	0.2	11	-81	40	-1
CC(=O)C1=C(C)NC(C)=C(C(C)=O)C1c1cccs1	-3	2.3	0	-4	0.1	1	-1	-3	0
COc1ccccc1N1CCN(CC(C)N(C(=O)C2CCCCC2)c2ccccn2)CC1 (configuration not stated)	10	3.0	1	-6	0.1	3	0	-19	1
CC(C)(C)Cc1nnc(NC(=O)CCc2ccccc2)s1	-4	-1.5	5	7	-0.1	10	3	2	0
CC[C@H]1CC2CN3CCc4c([nH]c5c([C@H]6C[C@H]7[C@H](CC)CN(C)[C@@H](Cc8c6[nH]c6ccccc86)[C@H]7C(=O)OC)c(OC)ccc45)C(C(=O)OC)(C2)C13	-7	5.2	-4	9	0.3	-1	-2	-8	5
C#CCSc1ncc(-c2ccccc2)cn1	-12	2.4	0	0	-0.2	0	1	-3	3
CCOC(=O)c1ccc(NC(=O)c2nc[nH]c2C(=O)N[C@@H](CC(C)C)C(=O)OCc2ccccc2)cc1	-33	5.2	0	-44	0.0	-3	-6	30	2
CC1CCN(C(=O)COC(=O)c2cc(=O)[nH]c3ccccc23)CC1	-3	-1.3	.	-3	0.1	.	.	9	5
COc1ccccc1-n1c(=O)c2c3c(sc2n2c(SC)nnc12)CCC3	5	0.0	3	-1	0.0	8	-4	23	-4
COc1ccc(C)cc1N(C(=O)c1ccco1)C(C(=O)NC1CCCC1)c1cc(OC)c(OC)c(OC)c1 (configuration not stated)	8	0.0	-2	2	0.1	-7	-1	16	2
CCCCCn1nc(C(=O)N(CCOC)c2c(N)n(CCCC)c(=O)[nH]c2=O)c2ccccc2c1=O	15	1.3	-1	1	0.0	2	-2	4	-5
O=[N+]([O-])c1ccc(N2CCN(c3cccc(Cl)c3)CC2)nc1	18	2.8	2	9	-0.2	5	-5	15	-1
O=C(NCc1ccccc1Cl)c1cnn2cccnc12	9	1.0	6	8	0.0	-2	-1	1	1
O=C(/C=C/Nc1cccc(C(F)(F)F)c1)c1ccc(Oc2ncccn2)cc1	3	1.6	-1	0	-0.1	5	1	3	1
Cc1ccc(C)c(-n2c(-c3ccncc3)n[nH]c2=S)c1	-1	-1.9	2	5	0.0	0	0	-2	-4
COc1ccccc1N1CCN(S(=O)(=O)c2cccs2)CC1	2	0.2	-4	4	0.0	0	1	1	1
O=C(CS(=O)(=O)Cc1ccccc1)NCCc1ccc(F)cc1	32	0.3	0	4	0.0	1	-2	-1	-2
CCOC(=O)C1(Cc2cccc(F)c2)CCN(C(=O)COC)CC1	11	1.5	-1	10	-0.1	0	1	-1	3
COc1cc(C(=O)NCc2ccc(OCCN(C)C)cc2)cc(OC)c1OC	-9	-0.2	-2	7	-0.1	2	-3	.	0
COc1cccc(C2(c3cccc(OC)c3)CC2C(=O)Nc2ccccc2Cl)c1 (configuration not stated)	3	1.8	3	-13	-0.3	13	-4	-6	-1
COc1cccc(CN2CCN(C3CCN(c4cccc(C)c4C)CC3)CC2CCO)c1 (configuration not stated)	20	-0.2	-2	1	0.1	-3	1	1	4
O=C(NCCN1CCCCC1)c1ccco1	7	1.4	-3	0	-0.1	1	10	-2	1
O=C1c2sc3nc4ccccc4n3c2C(=O)N1c1ccccc1Cl	10	3.2	5	-2	-0.1	-8	-2	20	2
CSc1nnc(NC(=O)C2CCCCC2)s1	-2	1.7	-1	-2	0.0	5	0	17	1
CN(C(=O)C1CCCN(S(=O)(=O)c2cccc([N+](=O)[O-])c2)C1)C1CCS(=O)(=O)C1 (configuration not stated)	14	2.5	-5	-1	0.0	1	-2	29	-6
CC(=O)[C@H]1CC[C@H]2[C@@H]3CCC4=CC(=O)CC[C@]4(C)[C@H]3[C@H](O)C[C@]12C	6	5.4	-4	7	0.2	-10	1	0	-4
CC(=O)C1C(c2ccco2)c2c(noc2C)CC1(C)O (configuration not stated)	-3	-0.9	-2	3	0.0	-5	-5	4	-1
O=C(Nc1ccc2c(c1)OCO2)c1noc2c1CCCC2	5	0.9	7	5	0.4	20	-3	-15	5
Cn1c(=O)n(C)c2cc(/C=C(/C#N)C(=O)NCc3ccco3)ccc21	-2	-1.5	0	-8	-0.2	1	1	2	-4
